ssDAF-12 act: S. stercoralis DAF-12 nuclear receptor activators, primary screen, cell-based, luminescence, HEK293, GRIP1 co-expression, lit1-tk-luc | activation, % at 6.8 µM | hit rate 1% among 370,000 | Nuclear hormone receptor DAF-12 (Strongyloides stercoralis) | HEK293 ssDAF-12/GRIP1 lit1-tk-luc reporter; % of 3 µM dafachronic acid response;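 active = activation above the mean over all tested compounds plus 3 SD, cut at about 0.9% in these data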;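 also: 0% = DMSO-only wells and 100% = 3 µM delta7-dafachronic acid wells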
GAA850 FXN act: FXN promoter activators, primary screen, cell-based, luciferase luminescence, HEK293 lucGAA850; HEK293 lucGAA850 FXN promoter luciferase reporter, 24 h; percent of 10 µM SAHA response; activation, % at 6 µM; hit rate 0.56% among 360,000;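 active = activation above the average of all compounds screened plus 3 SD, cutoff fixed separately per campaign, cut at about 7.5% in these data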;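 also: 0% = DMSO wells and 100% = 10 µM SAHA wells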
hgDAF-12 ag: H. glycines DAF-12 receptor agonists, primary screen, cell-based, luminescence, HEK293, GAL4 fusion, UAS-luciferase | Nuclear hormone receptor DAF-12 (Heterodera glycines), GAL4 fusion | HEK293 GAL4-hgDAF12 UAS-luciferase reporter, agonist luminescence; normalized to butyrate control | activation, % at 6.8 µM | hit rate 1.8% among 370,000 | AID 687014, 2013;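 active = activation above a cutoff set at the mean of all screened compounds plus 3 SD, cut at about 10% in these data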;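 also: 0% = DMSO wells and 100% = sodium butyrate wells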
DAX1 inh-1: DAX1 (NR0B1) inhibitors on StAR promoter, primary screen, cell-based, luminescence, SF-1 (NR5A1), full-length DAX-1; HEK293T StAR-luciferase reporter, SF-1/DAX-1 repression relief; inhibition, % at 6.8 µM; hit rate 1.1% among 370,000; AID 652010, 2013;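 active = inhibition above the mean over all tested compounds plus 3 SD, cut at about 3.6% in these data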;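 also: 0% = DAX-1 cells with DMSO and 100% = cells lacking DAX-1 with DMSO; higher inhibition means more luminescence from relief of DAX-1 repression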
Rev-erbA mod: modulators of Rev-erb alpha DNA binding, primary screen, biochemical, FITC-DNA, fluorescence polarization, uHTS; Nuclear receptor subfamily 1 group D member 1 (Homo sapiens), P20393; Rev-erbα–FITC-DNA binding, 90 min; activity, % at 10 µM; hit rate 0.79% among 370,000; AID 1259318, 2017;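 active = activity above about 14%, limit read from the data; passing the limit was not always enough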;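 also: 0% = DMSO wells with 35 nM protein and 100% = DMSO wells with 750 nM protein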
DAX1 inh-2: DAX1 (NR0B1) inhibitors, primary screen, cell-based, HEK293, Gal4-DAX1, luciferase luminescence; HEK293 Gal4-DAX1 luciferase reporter; AID 504766, 2011; inhibition, % at 6.75 µM; hit rate 0.99% among 340,000;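 active = inhibition above the mean over all tested compounds plus 3 SD, cut at about 4.2% in these data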;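 also: 0% = DAX1-transfected cells with DMSO and 100% = empty-vector control cells with DMSO; inhibition shows as a rise in luminescence from relieved DAX1 repression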
Target sequence (P51843 207-470 limits assumed): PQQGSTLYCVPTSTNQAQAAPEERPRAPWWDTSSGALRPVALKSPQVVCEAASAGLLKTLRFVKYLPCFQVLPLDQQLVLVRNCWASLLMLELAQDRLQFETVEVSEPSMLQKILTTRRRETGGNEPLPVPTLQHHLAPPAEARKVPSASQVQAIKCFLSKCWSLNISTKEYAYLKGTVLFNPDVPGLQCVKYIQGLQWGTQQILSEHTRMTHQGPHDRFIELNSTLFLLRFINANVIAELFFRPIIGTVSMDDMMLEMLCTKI
PG9 Ab binder: binders of HIV-1 gp120 antibody PG9, primary screen, biochemical, TR-FRET | HIV-1 gp120 / PG9 antibody interaction | TR-FRET gp120-PG9 antibody binding | inhibition, % at 6.7 µM | hit rate 0.43% among 360,000; in the data active = inhibition above about 8.5%
SMARCA2 act: SMARCA2 (BRM) function activators, primary screen, cell-based, luminescence, high throughput | MG213 cells, MMTV-luciferase reporter, dexamethasone, overnight | activation, % at 9.1 µM | AID 652017, 2013 | hit rate 1% among 370,000; in the data active = activation above about 7.8%;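 also: 0% = vehicle wells and 100% = reference activator wells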
hcDAF-12 act: H. contortus DAF-12 nuclear receptor activators, primary screen, cell-based, luminescence, HEK293, lit1-tk-luc reporter; HEK293 hcDAF-12 lit1-tk-luc reporter; 0% DMSO, 100% Δ7-dafachronic acid; activation, % at 6.8 µM; hit rate 1.4% among 370,000; AID 652067, 2013;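 active = activation above the mean of all tested compounds plus 3 SD, cut at about 5.5% in these data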;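 also: 100% = response to 3 µM Δ7-dafachronic acid high control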
HGIII-sPLA2 inh: human group III sPLA2 inhibitors, primary screen, biochemical, QFRET, BODIPY PC-A2 liposome substrate; Group 3 secretory phospholipase A2 (Homo sapiens), Q9NZ20; QFRET BODIPY PC-A2 liposome hydrolysis, fluorescence; inhibition, % at 12.2 µM; hit rate 0.56% among 370,000; AID 743126, 2013;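 active = inhibition above mean plus 3 SD of compounds lying within the high and low control bounds, cut at about 19% in these data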;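 also: 0% = median of test compound wells and 100% = no enzyme DMSO wells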
Target sequence (Q9NZ20 whole entry, looked up): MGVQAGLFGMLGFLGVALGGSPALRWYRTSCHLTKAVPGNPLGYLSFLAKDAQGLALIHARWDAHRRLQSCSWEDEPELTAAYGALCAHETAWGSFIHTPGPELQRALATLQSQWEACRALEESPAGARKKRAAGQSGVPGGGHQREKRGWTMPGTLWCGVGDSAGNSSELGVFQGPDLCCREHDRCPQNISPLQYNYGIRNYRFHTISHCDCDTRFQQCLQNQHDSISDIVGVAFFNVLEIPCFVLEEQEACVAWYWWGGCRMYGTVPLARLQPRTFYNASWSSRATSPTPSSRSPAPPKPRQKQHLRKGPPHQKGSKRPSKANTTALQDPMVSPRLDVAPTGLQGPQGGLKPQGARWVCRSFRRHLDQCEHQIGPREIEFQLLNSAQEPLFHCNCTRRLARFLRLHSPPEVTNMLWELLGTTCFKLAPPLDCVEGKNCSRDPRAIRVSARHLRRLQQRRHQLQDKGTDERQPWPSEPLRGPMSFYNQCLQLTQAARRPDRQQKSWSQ
PLCb3 inh: human PLC-beta3 inhibitors, primary screen, biochemical, fluorescence; inhibition, % at 12.2 µM; Purified PLC-beta3, fluorogenic substrate; hit rate 0.18% among 370,000; 1-phosphatidylinositol 4,5-bisphosphate phosphodiesterase beta-3 (Homo sapiens), Q01970; in the data active = inhibition above about 11%;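 also: 0% = median of compound wells on plate and 100% = full blocker control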
Numbers without * were called inactive; i = inactive; · = not tested or not shown.

1. NNC(=S)NC1CCCCCCCCCCC1
2. CCOC(=O)N1CCN(Cc2nc3cc(NC(=O)C(C)C)ccc3n2C)CC1
3. COCCCNC(=O)C1Cc2cc(S(=O)(=O)N3CCCC3)ccc2N1C(C)=O (configuration not stated)
4. N#C/C(=N\Nc1ccc(S(=O)(=O)N2CCCCC2)cc1)C(N)=S
5. CSc1ccc(/C=N/NC(=O)c2ccc(-n3cnnn3)cc2)cc1
6. Cc1c(C(=O)Nc2ccc(S(=O)(=O)N3CCOCC3)cc2)cccc1[N+](=O)[O-]
7. COc1cc(Cl)ccc1NC(=O)COc1ccccc1C(=O)N1CCN(c2ccc(O)cc2)CC1
8. Cn1c(SCC(=O)N/N=C/c2ccc(O)c(O)c2)nc2ccccc21
9. CN(CC(=O)Nc1c(Cl)cccc1Cl)C(=O)c1cccn1C
10. CC1CC1C(=O)OCC(=O)N(C)c1c(N)n(Cc2ccccc2)c(=O)[nH]c1=O (configuration not stated)

Screen / compound no.	1	2	3	4	5	6	7	8	9	10
DAX1 inh-2	0.8	0.8	0.1	-1.0	-0.7	-0.7	-1.5	-0.5	-0.8	1.8
HGIII-sPLA2 inh	8	10	2	-7	-1	5	-1	2	3	-1
PLCb3 inh	-6	-2	-8	1	-31	-3	0	-8	-6	-4
ssDAF-12 act	-1.0	-0.9	-0.7	-1.0	-1.8	-1.0	-1.5	-0.9	-1.5	-0.3
DAX1 inh-1	-0.1	0.3	-0.4	0.5	0.1	-0.4	-1.6	1.4	1.9	0.2
hgDAF-12 ag	1.8	-2.2	-0.1	-0.3	3.8	-2.3	-4.7	0.5	-0.7	1.2
hcDAF-12 act	4.4	-2.4	-1.2	-1.4	-1.1	-2.0	-2.2	0.8	-0.5	0.2
SMARCA2 act	-2	-2	-2	-4	-1	-2	-1	-5	0	-2
Rev-erbA mod	11	0	-1	6	1	-3	-2	4	4	11
GAA850 FXN act	0.0	-0.5	0.4	0.9	0.1	6.5	-0.5	5.5	-1.2	1.3
PG9 Ab binder	-1.1	2.7	-0.6	-4.5	0.6	-2.0	-1.1	-2.6	-1.0	-0.3

Three entries picked at random from those above, as already listed:
8. Cn1c(SCC(=O)N/N=C/c2ccc(O)c(O)c2)nc2ccccc21
10. CC1CC1C(=O)OCC(=O)N(C)c1c(N)n(Cc2ccccc2)c(=O)[nH]c1=O (configuration not stated)
2. CCOC(=O)N1CCN(Cc2nc3cc(NC(=O)C(C)C)ccc3n2C)CC1

Screen / compound no.	8	10	2
DAX1 inh-2	-0.5	1.8	0.8
HGIII-sPLA2 inh	2	-1	10
PLCb3 inh	-8	-4	-2
ssDAF-12 act	-0.9	-0.3	-0.9
DAX1 inh-1	1.4	0.2	0.3
hgDAF-12 ag	0.5	1.2	-2.2
hcDAF-12 act	0.8	0.2	-2.4
SMARCA2 act	-5	-2	-2
Rev-erbA mod	4	11	0
GAA850 FXN act	5.5	1.3	-0.5
PG9 Ab binder	-2.6	-0.3	2.7

Further results.
11. Cc1ccc2nc(-c3ccc(Cl)cc3)c(Cc3ccsc3)n2c1
12. Nc1ccc(CN2CCOCC2)cc1
13. Fc1ccc(C2=Nn3c(Cc4ccccc4F)nnc3SC2)cc1
14. COc1cccc(-c2noc(CCCC(=O)Nc3ccc(C(N)=O)cc3)n2)c1
15. CCCNC(=O)C1(C)CCN1C(=O)C/C=C/c1ccccc1 (configuration not stated)
16. CCOC(=O)N1CCN(C(=S)NC2CCCCC2)CC1
17. Cc1cccc(N2C(=O)CC(NNc3nc4ccccc4s3)C2=O)c1 (configuration not stated)
18. O=C(OCCN1C(=O)c2ccccc2C1=O)c1cc(S(=O)(=O)N2CCOCC2)ccc1F
19. N#CCC[C@@H]1CC[C@]2(CCCN(S(=O)(=O)c3ccccc3)C2)O1
20. O=C1CCc2cc(S(=O)(=O)NCCc3ccccc3)cc3c2N1CC3

Screen / compound no.	11	12	13	14	15	16	17	18	19	20
DAX1 inh-2	·	0.4	-0.1	0.5	·	0.2	0.6	3.1	·	0.4
HGIII-sPLA2 inh	0	-2	-9	5	-7	10	-25	5	17	4
PLCb3 inh	-22	1	1	-5	4	-2	2	2	-3	-2
ssDAF-12 act	0.8	-1.0	-1.2	-1.7	0.2	-0.2	-0.9	-1.2	-1.4	-0.8
DAX1 inh-1	3.1	0.1	0.2	-0.7	-0.5	-0.4	0.7	0.1	0.7	0.2
hgDAF-12 ag	13*	-1.6	-3.0	-2.8	-0.1	-0.4	-2.4	-2.1	3.1	1.5
hcDAF-12 act	2.0	-1.8	-0.4	-2.7	-0.9	0.6	0.6	-0.2	-2.3	-0.3
SMARCA2 act	7.8*	-3	0	-4	-4	-2	2	0	0	-3
Rev-erbA mod	-2	-5	1	4	-6	-1	12	2	8	6
GAA850 FXN act	·	2.1	5.5	0.0	0.9	1.7	0.7	0.3	·	1.9
PG9 Ab binder	1.5	-0.1	-1.2	0.0	0.9	0.8	-2.6	1.3	·	0.8

21. Cc1ccccc1-c1nc(NCCN(C)C)nc2ccsc12
22. COc1ccccc1N1CCN(C2CC(=O)N(c3cccc(Cl)c3)C2=O)CC1 (configuration not stated)
23. CCCCC(=O)Nc1nnn(CCC)n1
24. O=C(O)C(C1CCCCC1)C1(O)CCCC1 (configuration not stated)
25. COc1cc(/C=C2/C(=O)NN(c3ccccc3)C2=O)cc(Br)c1O
26. CCC(OC(=O)c1cc2sccc2n1C)C(=O)NCc1ccco1 (configuration not stated)
27. CCc1c(-c2ccc(Cl)cc2)ncn1CCc1ccccc1OC
28. OCCOCCOc1ccc(-c2nn[nH]n2)cc1
29. N#C/C(=C/c1cn(CC(=O)O)c2ccccc12)C(=O)Nc1ccccc1
30. CCCCOc1ccc(CN2CCCCC2)cc1

Screen / compound no.	21	22	23	24	25	26	27	28	29	30
DAX1 inh-2	·	0.4	1.2	0.4	2.5	0.4	·	-1.7	-0.7	-1.9
HGIII-sPLA2 inh	-2	-5	5	11	-5	-1	-2	-2	-1	-2
PLCb3 inh	-12	-1	0	3	-5	-4	2	2	-2	5
ssDAF-12 act	-0.9	-1.1	-1.5	-1.3	-1.0	-1.9	-1.5	-0.5	-0.5	-0.3
DAX1 inh-1	2.7	-0.3	0.6	-0.4	0.5	-1.0	0.1	0.8	-0.1	-0.3
hgDAF-12 ag	-0.5	-1.7	-1.2	1.6	-1.5	-3.5	-1.9	7.7	0.8	-0.4
hcDAF-12 act	-0.9	-1.5	-0.8	-1.2	3.5	-3.0	-2.3	-0.3	-1.3	1.2
SMARCA2 act	1	-3	-3	-3	-1	-3	-6	-3	1	0
Rev-erbA mod	4	-4	-4	1	1	5	2	1	-4	-4
GAA850 FXN act	1.6	1.6	-0.6	0.2	-0.2	1.0	·	0.8	1.2	-0.9
PG9 Ab binder	-0.3	-0.8	1.7	0.6	-19	1.4	0.0	-1.4	-2.8	-1.1

31. CN(C)C(=O)COc1ccc2cc(-c3ccccc3)c(=O)oc2c1
32. CN(C)CCn1c(COc2ccccc2)nc2ccccc21
33. CCOC(=O)c1c(/N=C/c2cccc([N+](=O)[O-])c2O)sc(C)c1C
34. O=C(Cc1ccsc1)NNC(=O)c1cccc(Cl)c1
35. Cc1ccc2c(c1)C(=O)CC(c1ccc3c(c1)OCCO3)O2 (configuration not stated)
36. CC(C)(C)n1nnnc1CN1CCN2CCCC2C1 (configuration not stated)
37. CC(C)c1nc2cc(C(=O)N(C)C3CCOCC3)ccc2o1
38. COc1ccc([C@H]2N[C@]3(CCCN(Cc4ccco4)C3=O)[C@H]3C(=O)N(Cc4ccccc4)C(=O)[C@@H]23)cc1
39. CN(Cc1cccc2cnccc12)C(=O)CCc1nnc(CCc2ccccc2)o1
40. O=C1C2=C(CCCC2)C(=O)N1CNc1ccccc1

Screen / compound no.	31	32	33	34	35	36	37	38	39	40
DAX1 inh-2	0.3	0.2	-0.5	0.5	-0.1	1.5	2.7	0.4	-0.7	3.1
HGIII-sPLA2 inh	4	2	-1	-2	-7	2	3	2	7	6
PLCb3 inh	i	-5	-7	-4	-7	-1	-6	3	1	-4
ssDAF-12 act	-1.1	-1.6	-0.1	-1.0	-1.4	-0.4	-1.1	-0.8	-0.8	-0.9
DAX1 inh-1	0.2	0.6	-0.2	1.2	0.1	-0.7	0.4	-0.8	1.7	0.1
hgDAF-12 ag	5.2	-1.8	0.3	-0.9	3.9	-0.6	2.4	-0.7	3.4	-2.5
hcDAF-12 act	1.8	-1.2	0.4	0.9	-2.3	-1.9	-0.3	-1.2	-0.6	-0.6
SMARCA2 act	4	1	-1	0	0	0	1	9.0*	-2	0
Rev-erbA mod	2	4	2	-3	6	-5	-3	4	-6	7
GAA850 FXN act	2.7	2.5	-1.1	0.1	3.5	2.3	1.2	-3.5	4.6	-0.1
PG9 Ab binder	1.6	2.2	-7.4	-0.6	-1.0	0.6	-2.3	-1.4	0.0	-0.7

Some of these compounds in order of their number in hcDAF-12 act, rising.
item | structure | hcDAF-12 act
40 | O=C1C2=C(CCCC2)C(=O)N1CNc1ccccc1 | -0.6
37 | CC(C)c1nc2cc(C(=O)N(C)C3CCOCC3)ccc2o1 | -0.3
31 | CN(C)C(=O)COc1ccc2cc(-c3ccccc3)c(=O)oc2c1 | 1.8

Carrying on:
41. O=c1[nH]c(-c2ccccc2)nc(-c2ccccc2)c1Cl
42. CCOc1ccc(NC(=O)N2CCCC2C(=O)NCC2CCCO2)cc1 (configuration not stated)
43. O=C(CSc1nccn1-c1ccccc1)N1CCc2ccccc21
44. CCCCN1C(=O)C(=O)N(CC(=O)c2cc(C)n(C3CC3)c2C)C1=O

Screen / compound no.	41	42	43	44
DAX1 inh-2	1.7	0.9	0.0	0.8
HGIII-sPLA2 inh	-7	5	-5	10
PLCb3 inh	-5	1	3	-8
ssDAF-12 act	-0.9	-2.1	-1.4	0.2
DAX1 inh-1	-0.2	0.3	0.1	1.2
hgDAF-12 ag	0.3	-2.1	0.8	-1.8
hcDAF-12 act	-0.6	-1.4	-1.2	0.3
SMARCA2 act	-3	0	2	-3
Rev-erbA mod	-1	0	0	-3
GAA850 FXN act	-0.7	1.7	-1.5	2.6
PG9 Ab binder	0.5	-0.6	0.3	0.1

Screening data from PubChem BioAssay.
